TCR act = Activators of T cell receptors: qHTS campaign; primary human leukocytes, anti-CD3, IL-2 HTRF, 48 h; Potency, µM (doses to about 9.22 µM), inactives show at the highest dose activation of IL-2 secretion, most hits filed as activators; 330,000 tested, under 10 active; AID 504894, 2011; note: % of control where 0% means no effect
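IL-2 release read by HTRF sandwich (Eu cryptate donor, d2 acceptor, 665 nm emission) after 48 hr exposure of primary human leukocytes to compound together with anti-CD3 beads in the absence of co-stimulatory signals.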
TSG101-PTAP inh = qHTS Assay for Iinhibitors of HIV-1 Budding by Blocking the Interaction of PTAP/TSG101. Fluorescence polarization, FITC-PTAP peptide / Tsg101 binding. Potency, µM (highest dose often 115 µM), inactives show top-dose activity change, negative = inhibition, actives largely listed as inhibitors. Tumor susceptibility gene 101 protein (Homo sapiens), Q99816. AID 493005, 2010. 340,000 tested, under 10 active; active = well fitted inhibition curve with a large enough effect in the main read-out, with a control signal flat, not every such curve was filed as active; inconclusive = small, poorly fitted or top-dose-only effect, or effect the other way, or a change in a side signal; inactive = no such curve, though single readings can be large or run the other way; note: potency is the fitted concentration of half-maximal effect; % of control where 0% means no effect
Target sequence (Q99816 whole entry, looked up): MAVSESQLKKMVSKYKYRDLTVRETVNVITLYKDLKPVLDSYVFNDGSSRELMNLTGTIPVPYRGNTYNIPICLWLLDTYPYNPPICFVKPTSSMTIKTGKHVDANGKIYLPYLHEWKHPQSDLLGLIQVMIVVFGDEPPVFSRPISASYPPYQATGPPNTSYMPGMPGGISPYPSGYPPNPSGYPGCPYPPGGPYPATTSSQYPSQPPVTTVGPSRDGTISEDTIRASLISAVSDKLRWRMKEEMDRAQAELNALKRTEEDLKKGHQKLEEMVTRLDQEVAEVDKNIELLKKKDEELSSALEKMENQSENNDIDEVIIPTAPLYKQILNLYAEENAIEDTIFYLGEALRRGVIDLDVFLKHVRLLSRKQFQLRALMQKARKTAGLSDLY
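Steps: Tsg101 binding domain dispensed (10 uM final), compounds pinned in DMSO, FITC-labeled PTAP-motif peptide added (50 nM final); after 20 min binding at room temperature, polarization measured.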
Integrin act MD = qHTS for Activators of Integrin-Mediated Alleviation for Muscular Dystrophy | alpha7betagal myoblasts, beta-gal FDG fluorescence, 48 h | Potency, µM (top dose mostly 38.3 µM), without a hit: at the top dose activation, most hits filed as activators | 0.064% of 350,000 active | AID 624291, 2012;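 note: potency is the fitted concentration of half-maximal effect; 100% = response of the positive control SU9516; nearly all actives have a fitted effect of over 60% in size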
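Alpha7betagal+/- myoblasts (passage 13) were plated 16-24 hr, then exposed to compounds (1:260 dilution of DMSO stock) for 48 hours at 37C. After MPER lysis, β-galactosidase reporter activity was read as FDG fluorescence (ex 480/em 540) after 30 minutes.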
TSHR antag = Antagonists of the Thyroid Stimulating Hormone Receptor: HTS campaign; TSHR-expressing cells, TSH-stimulated cAMP HTRF, 2 h; active compounds read low; activity change, negative = inhibition, % at 11.5 µM; 0.2% of 330,000 active; AID 504810, 2011;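 active = activity change below a set negative limit, meaning inhibition stronger than a set level, cut at about -70% in these data; inconclusive = activity change between two set negative limits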; note: % is set by controls: 0 for no effect and ±100 for the full control effect
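Competitive HTRF cAMP read-out (cryptate anti-cAMP antibody, cAMP-d2; 30 min, room temperature) in freshly harvested TSHR cells. Compounds added before TSH at EC80 (4nM final), followed by 2 hours' incubation at 37 deg C.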
ASM inhibitor = Inhibitors of Secretory Acid Sphingomyelinase (S-ASM): qHTS; placental ASM, HMU-PC fluorogenic substrate, 60 min; 0.006% of 340,000 active; Sphingomyelin phosphodiesterase (Homo sapiens), P17405; Potency, µM (top dose mostly 57.5 µM), for inactives: at the highest dose activity change, negative = inhibition, most hits filed as inhibitors; AID 504937, 2011; note: potency is the fitted concentration of half-maximal effect
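Steps: dispense placental human ASM, pin compound, wait 10 min at room temperature, add HMU-PC0 substrate at 9 uM final, incubate 60 min at 37 °C, add stop solution raising pH to 10, read fluorescence.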
AT treatment = qHTS Assay for Identifying a Potential Treatment of Ataxia-Telangiectasia; […] A-T fibroblasts, KAP-1 phosphorylation AlphaLISA; neocarzinostatin DNA damage 30 min before lysis; Potency, µM (series often up to 57.5 µM), for the others: at the highest dose activation, usual class: activators; 0.19% of 320,000 active; note: potency is the fitted concentration of half-maximal effect; % of control where 0% means no effect; nearly all actives have a fitted effect of over 45% in size
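ATM-like activity read as KAP-1 phosphorylation via AlphaLISA donor/acceptor antibody pairs after lysis and 6 hr at 25C. Cells were ATM-null patient fibroblasts ([…], hTERT), dosed 60 min, then exposed to the DSB inducer NCS for 30 min.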
Menin MLL FP TR = qHTS Assay for Inhibitors Targeting the Menin-MLL Interaction in MLL Related Leukemias: Competition With Texas Red Labeled MLL-derived Mutant Peptide; O00255; Menin + Texas Red MLL mutant peptide, fluorescence polarization; Potency, µM (series often up to 61.6 µM), without a hit: top-dose FP activity change, negative = inhibition, actives largely listed as inhibitors; 0.23% of 270,000 active; active = well fitted inhibition curve with a large enough effect in the polarisation, with a control signal flat, not every such curve was filed as active; inconclusive = small, poorly fitted or top-dose-only effect, or effect the other way, or a change in a side signal; inactive = no such curve, though single readings can be large or run the other way; the % refers to the polarisation; note: potency is the fitted concentration of half-maximal effect; % of control where 0% means no effect; many of its hits are not listed in these tables
Target sequence (O00255 whole entry, looked up): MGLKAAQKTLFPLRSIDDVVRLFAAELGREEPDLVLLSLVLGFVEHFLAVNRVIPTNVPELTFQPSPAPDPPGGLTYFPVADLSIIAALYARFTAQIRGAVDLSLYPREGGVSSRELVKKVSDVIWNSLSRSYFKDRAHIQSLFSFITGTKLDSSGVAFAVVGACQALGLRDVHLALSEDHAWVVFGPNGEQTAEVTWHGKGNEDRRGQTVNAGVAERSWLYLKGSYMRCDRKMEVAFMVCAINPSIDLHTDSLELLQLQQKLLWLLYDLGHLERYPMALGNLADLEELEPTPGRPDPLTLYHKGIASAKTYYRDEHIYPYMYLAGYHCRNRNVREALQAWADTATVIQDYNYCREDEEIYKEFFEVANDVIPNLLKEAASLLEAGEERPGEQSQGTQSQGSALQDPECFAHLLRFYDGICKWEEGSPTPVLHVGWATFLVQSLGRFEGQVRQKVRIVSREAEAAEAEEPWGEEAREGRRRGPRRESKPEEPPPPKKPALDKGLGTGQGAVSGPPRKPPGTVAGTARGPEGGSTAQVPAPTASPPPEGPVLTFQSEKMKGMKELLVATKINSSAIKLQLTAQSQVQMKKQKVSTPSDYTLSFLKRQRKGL
Mito fusion yeast = qHTS Assay for Small Molecule Inhibitors of Mitochondrial Division or Activators of Mitochondrial Fusion; S. cerevisiae fusion-defective mutant growth rescue, CellTiterGlo 48 h; Potency, µM (highest dose often 46.1 µM), without a hit: at the highest dose growth rescue (activation), actives largely listed as activators; 0.23% of 320,000 active;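 note: potency is the fitted concentration of half-maximal effect; % of control where 0% means no effect; nearly all actives have a fitted effect of over 45% in size; temperature-sensitive fusion mutants such as fzo1-1 at 37 °C on non-fermentable ethanol glycerol medium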
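Compounds are tested for their ability to restore growth of mitochondrial fusion-defective yeast strains at non-permissive 37C in YPEG medium over 48 hours. Viability is quantified by luciferase luminescence.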
MBNL1-CUG inh = qHTS Assay for Inhibitors of MBNL1-poly(CUG) RNA binding; Potency, µM (highest dose often 57.5 µM), for the others: top-dose activity change, negative = inhibition, usual class: inhibitors; Muscleblind-like protein 1 (Homo sapiens), Q9NR56; TR-FRET MBNL1-His/biotin-(CUG)12 binding, 665/545 ratio; AID 2675, 2010; 0.036% of 280,000 active; active = well fitted inhibition curve with a large enough effect in the signal ratio, with a control signal flat, not every such curve was filed as active; inconclusive = small, poorly fitted or top-dose-only effect, or effect the other way, or a change in a side signal; inactive = no such curve, though single readings can be large or run the other way; the % refers to the signal ratio; note: potency is the fitted concentration of half-maximal effect; % is set by controls: 0 for no effect and ±100 for the full control effect
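Compound titration spanned 92 nM–58 uM against the MBNL1-His/biotin-(CUG)12 complex. After 60 min at room temperature with 5 nM streptavidin-XL665 and 0.055 ng/ul terbium anti-His, ratiometric 665/545 nm emission (Ex 340 nm) normalized to controls.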
CXXC DNA block = qHTS Fluorescence Polarization Assay for Inhibitors of MLL CXXC domain - DNA interaction; Histone-lysine N-methyltransferase 2A (Homo sapiens), Q03164; 0.037% of 290,000 active; MLL-CXXC / FITC-HOXA9 DNA fluorescence polarization; Potency, µM (doses to about 115 µM), without a hit: top-dose activity change, negative = inhibition, hits mostly inhibitors; active = well fitted inhibition curve with a large enough effect in the polarisation, with a control signal flat, not every such curve was filed as active; inconclusive = small, poorly fitted or top-dose-only effect, or effect the other way, or a change in a side signal; inactive = no such curve, though single readings can be large or run the other way; the % refers to the polarisation; note: potency is the fitted concentration of half-maximal effect
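Steps: dispense CXXC domain solution (7 uM) → pin compounds or unlabeled HOX-A9 DNA control → 5 min ambient → add FLSN-HOX-A9 solution (50 nM) → spin → 30 min ambient → fluorescence polarization. Tris pH 7.5/NaCl/DTT/BSA buffer.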
* hit, by the source's call; ? = inconclusive; . = no result given; [ ] = remark or other dose. Unless noted, calls come from the whole dose curve; as a rule, active = well fitted curve in the direction sought with a large enough effect; inconclusive = small, poorly fitted or top-dose-only effect, or another doubt; inactive = no such curve, though single readings can be large; an effect the other way counts as inactive or inconclusive.

SMILES	TCR act	TSG101-PTAP inh	Integrin act MD	TSHR antag	ASM inhibitor	AT treatment	Menin MLL FP TR	Mito fusion yeast	MBNL1-CUG inh	CXXC DNA block
CC(C)c1nc(NCCN2CCOCC2)c(C#N)c2c1COC(C)(C)C2	4%	-5%	0%	7	5%	8%	3%	-1%	5%	1%
CC(CNC(=O)Cn1cnc2c(NCc3ccccc3)ncnc21)c1ccccc1 (configuration not stated)	3%[46.1 µM]	1%	19%	-4	1%	6%[11.5 µM]	.	.	.	.
CN(C)C(=O)c1ccccc1Sc1ccc(Cl)cc1Cl	0%	0%	3%	6	0%	3%	?	2%	-16%	-10%
Cc1ccc(Cl)cc1-n1c(=O)cc(N2CC(C)OC(C)C2)[nH]c1=O (configuration not stated)	-3%	-2%	9%	15	-3%	-3%	-4%	-1%	25%	-2%
CCN(CC)C(=O)Cn1cc(C(=O)C2CC2)c2ccccc21	-2%	-4%	16%	4	0%	-3%	-4%	3%	-3%	-6%
CCc1ccc(NC(=O)Cn2nnc(C(=O)NCCc3ccc(OC)c(OC)c3)c2N)cc1	3%	-1%	-33%[inhibitor]	7	-1%	0%	55%[activator]	13%	-14%	-11%
O=C(O)C1C2C=CC(C2)C1C(=O)Nc1cccc(C(F)(F)F)c1 (configuration not stated)	8%	-3%	10%	8	1%	4%	8%	-2%	-5%	-10%
O=C(NCC1CCCO1)C(=O)N/N=C/c1ccc(OCc2ccccc2Cl)cc1 (configuration not stated)	6%	-3%	-9%	.	-3%	.	.	.	.	.
COc1ccc(NC(=O)CSc2nnc(-c3cccs3)n2-c2ccccc2)cc1	-7%	-3%	-25%	2	1%	-1%	?	0%	26%	1%
Cc1cc[n+](-c2ccccc2)c2ccccc12	-8%	0%	-34%	-17	-1%	-8%	-11%	?	?	2%
CN1CCN(CCc2nc3cc(NC(=O)COc4ccc(Cl)cc4)ccc3n2C)CC1	-7%	2%	-69%[inhibitor]	25	0%	6%	.	2%	-2%	42%[activator]
Cc1c2cnn(CC(=O)N3CCN(c4ncccn4)CC3)c(=O)c2c(C)n1Cc1ccc(F)cc1	0%[46.1 µM]	.	.	-10	.	-4%	-16%	-2%	?	10%
CC/C(=N\NC(=O)c1ccc(N(C)C)cc1)c1ccccc1	-3%[46.1 µM]	0%	14%	13	4%	-5%	-8%	.	-21%[11.5 µM]	-7%
O=C(Nc1ccc(Oc2ccccc2)nc1)C1CCN(Cc2ccccc2)CC1	-3%	2%	-39%	3	4%	13%	.	-10%	5%	4%
CCc1ccc(-n2c(SCc3c(C)noc3C)nnc2-c2ccncc2)cc1	3%	-4%	-25%	-7	0%	-1%	.	1%	0%	-7%
O=C(NCc1ccco1)c1ccc(CS(=O)(=O)Cc2ccc(Cl)cc2)o1	0%	-2%	-16%	2	0%	-4%	5%	3%	-3%	-3%
Cc1cccc(NS(=O)(=O)c2cccc(C(=O)NCc3ccccc3CN3CCOCC3)c2)c1	4%	-3%	7%	-1	2%	6%	.	-4%	.	.
O=C(CN(Cc1ccccc1)C(=O)CNS(=O)(=O)c1ccc(Cl)cc1)NCC1CCCO1 (configuration not stated)	1%	1%	5%	5	2%	1%	.	-7%	2%	39%[activator]
COc1ccccc1OCC(=O)Nc1ccc(S(=O)(=O)Nc2cc(C)on2)cc1	-2%	-1%	8%	12	2%	1%	-1%	0%	-8%	29%
CC1=C(C(N)=O)C(c2cccs2)NC(=S)N1 (configuration not stated)	2%	-1%	-8%	28	4%	7%	2%	5%	-3%	1%
Cc1ccccc1C(=O)/C=C1/SCC(=O)N1C	0%	-5%	-22%	-1	6%	1%	4%	13%	.	12%
COc1ccc(C(C)=O)cc1COC(=O)CNC(=O)C1CCCCC1	5%[46.1 µM]	-6%	0%	-11	-4%	-1%	.	.	.	.
O=C(CCN1C(=O)/C(=C/c2ccccc2Cl)SC1=S)NN1CCOCC1	3%	-2%	14%	12	-8%	-1%	-3%	4%	14%	-8%
CCOc1ccccc1N1CCN(CC(=O)Nc2ccnn2C2CCCC2)CC1	2%	0%	-32%[inhibitor]	-10	-1%	11%	.	3%	.	.
O=C(c1ccc(Cl)c(Cl)c1)N1CCC(=O)N(C(COCc2ccccc2)Cc2ccccc2)CC1 (configuration not stated)	2%	-3%	-25%	-5	14%	4%	-19%	?	4%	12%
COc1ccc(S(=O)(=O)N2CCc3ccccc32)cc1[N+](=O)[O-]	1%	-1%	11%	-15	-5%	20%	?	18%	?	0%
O=C(CN(Cc1ccccc1)C(=O)CNS(=O)(=O)c1ccc(F)cc1)NCC1CCCO1 (configuration not stated)	-2%	-4%	5%	1	4%	-6%	.	-4%	-3%	8%
COc1cc([N+](=O)[O-])ccc1-c1ccc(C(=O)Nc2ccc(NC(C)=O)cc2)o1	1%	-5%	-12%	-7	.	-3%	?	0%	.	-4%
Cc1ccc(C)c(NC(=O)Cc2nc(CNCC(C)C)cs2)c1	1%	-4%	-41%	1	0%	7%	?	0%	-4%	3%
O=C(COC(=O)c1ccc[nH]c1=O)NC1CC1	.	-12%	-17%	.	4%	-5%	.	.	.	.
CC(C)[C@H](NC(N)=O)C(=O)Nc1cccc([N+](=O)[O-])c1	-6%	0%	0%	6	0%	3%	0%	-5%	?	6%
NNC(=O)Cn1c(-c2ccccc2)cc(=O)n2ncnc12	0%	-1%	-7%	-6	-1%	-8%	.	2%	-4%	-10%
COc1ccc(CC(=O)Nc2nn(C)c3nc4c(C)cccc4cc23)cc1	1%	-1%	5%	4	285%[activator]	11%	.	4%	6%	-4%
Nc1c(NC2CCCCC2)c2ccccc2oc1=O	2%	-5%	-22%	-3	2%	-1%	-13%	15%	-4%	6%
Cc1ccc(S(=O)(=O)NCCNc2ccc([N+](=O)[O-])cc2C(F)(F)F)cc1	-13%	-6%	-6%	-8	-14%	6%	?	14%	?	2%
CC1(C)Cc2c(C#N)c(NCCN3CCOCC3)nc(-c3ccco3)c2CO1	5%	-1%	-19%	.	282%[activator]	3%	-8%	-1%	?	-10%
O=C(CCc1ccccc1)NCCC1=CCCCC1	-1%[46.1 µM]	-2%	26%	4	-2%	4%	21%	4%	11%	3%
CCN(CC(=O)NCc1ccccc1Cl)CC(=O)Nc1c(F)cccc1F	-2%	-3%	6%	1	1%	6%	.	0%	-9%	0%
COCCCNC(=O)c1cc2c(=O)n3cc(C)ccc3nc2nc1NCC1CCCO1 (configuration not stated)	-1%[46.1 µM]	.	.	20	.	0%	8%	-1%	?	2%
O=C(/C=C/c1ccc(Cl)cc1Cl)NCCSc1ccccc1	3%[46.1 µM]	-6%	-8%	-23	-6%	3%	42%[activator]	22%	.	9%
Cc1ccc(C(NC(=O)Nc2ccccn2)C(Cl)(Cl)Cl)cc1F (configuration not stated)	6%	0%	7%	2	2%[11.5 µM]	-13%	-16%	-9%	0%	14%
Cc1cccc(NC(=O)c2cccc(N3C(=O)C4C5C=CC(C6CC56)C4C3=O)c2)c1 (configuration not stated)	.	1%	-36%	-19	-4%	13%	28%	2%	1%	8%
CCOC(=O)N1CCN(C(=O)COC(=O)c2cccc(C)c2[N+](=O)[O-])CC1	3%	-4%	-30%	-4	-2%	-7%	.	-2%	.	.
COc1cccc(NC(=O)CN(C)C(=O)c2cc(C)oc2C)c1	-4%	0%	31%	1	0%	-7%	.	-3%	.	.
CN(C)c1ccc(C=c2c3ccccc3n3c2c2c([n+]3C)CCCC2)cc1	8%	?	-53%	.	?	.	.	.	.	.
Cc1nc(-c2ccc(NC(=O)c3cccs3)cc2)cs1	9%	3%	9%	-4	10%	0%	25µM*	-1%	15%	1%
CCC(=O)NC(=S)Nc1cccc(-c2nc3ncccc3o2)c1	1%[46.1 µM]	0%	-4%	-6	3%	10%	-12%	-1%	.	-3%
Cc1noc(N)c1C(=O)Nc1ccc(C(C)(C)C)cc1	-20%	1%	26%	-3	-1%	-1%	-26%	6%	-9%	-5%
CC(NC(=O)C1CCC(CNC(=O)[C@@H]2Cc3ccccc3CN2)CC1)c1ccccc1 (some centres not stated)	4%	-1%	-14%	18	-3%	-8%	?	7%	4%	11%
C=CCN(C(=O)c1csnn1)C(C(=O)NCc1ccccc1)c1ccccc1F (configuration not stated)	-11%	-4%	0%	4	-6%	-10%	1%	-4%	-3%	0%

Compound activity: PubChem BioAssay, National Center for Advancing Translational Sciences (NCATS)

This is a subset; count on the stated rates, not on these rows.
